AmpC inh det: inhibitors of E. coli AmpC beta-lactamase with detergent. P00811. purified AmpC, nitrocefin hydrolysis with detergent. Potency, µM (titrated, usually from 28.7 µM), without a hit: at the top dose activity change, negative = inhibition. 71,000 compounds, 0.09% hits; active = well fitted curve in the direction sought with a large enough effect
Target sequence (P00811 whole entry, looked up): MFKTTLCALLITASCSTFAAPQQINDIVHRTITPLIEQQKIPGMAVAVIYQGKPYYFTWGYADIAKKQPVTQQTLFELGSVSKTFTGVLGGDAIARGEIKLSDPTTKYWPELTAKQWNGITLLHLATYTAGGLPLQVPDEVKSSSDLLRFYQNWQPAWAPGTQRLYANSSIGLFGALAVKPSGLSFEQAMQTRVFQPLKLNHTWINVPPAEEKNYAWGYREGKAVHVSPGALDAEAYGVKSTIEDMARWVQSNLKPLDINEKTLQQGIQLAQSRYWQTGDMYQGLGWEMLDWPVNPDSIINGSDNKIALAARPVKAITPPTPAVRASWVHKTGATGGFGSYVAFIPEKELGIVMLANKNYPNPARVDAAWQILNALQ
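E. coli AmpC (5.3 nM) in 20 mM phosphate pH 7.0 with 0.01% Triton X-100, preincubated 15 min RT with compound; nitrocefin (2 uL of 800 uM stock) hydrolysis followed by 480 nm absorbance every 20 s over 4 min.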
* marks the source's active call; other numbers are inactive results; & = joins results of further samples; [ ] = dose if it differs, or a comment. % is scaled to controls: 0 for no effect and ±100 for the full control effect; potency is read from the fitted curve at half-maximal effect.

Preview (7 entries):
mol | AmpC inh det
O=C(O)C1CCN(c2nc(-c3ccccc3)nc3c2oc2ccccc23)CC1 | 7%
CCn1c(=O)c2c(cnn2C)c2ccccc21 | 2%
C=CCn1c(=O)n(CCOC)c(=O)c2sc3ccccc3c21 | 12%
COc1ccccc1NC(=O)CSc1nnnn1C | 5%
O=C(Nc1cccc(-c2nnc(-c3ccccc3)o2)c1)C1CCCO1 (stereo not given) | -4%
CCCCn1cnc2c(cnn2-c2ccc(Cl)cc2)c1=O | -3%
O=C(Cc1ccc2cccnc2c1)c1ccc(O)cc1O | -2%

The whole of this part, repeating the preview:
mol | AmpC inh det
O=C(O)C1CCN(c2nc(-c3ccccc3)nc3c2oc2ccccc23)CC1 | 7%
CCn1c(=O)c2c(cnn2C)c2ccccc21 | 2%
C=CCn1c(=O)n(CCOC)c(=O)c2sc3ccccc3c21 | 12%
COc1ccccc1NC(=O)CSc1nnnn1C | 5%
O=C(Nc1cccc(-c2nnc(-c3ccccc3)o2)c1)C1CCCO1 (stereo not given) | -4%
CCCCn1cnc2c(cnn2-c2ccc(Cl)cc2)c1=O | -3%
O=C(Cc1ccc2cccnc2c1)c1ccc(O)cc1O | -2%
CCC(NS(=O)(=O)c1ccc(C)cc1)C(=O)O (stereo not given) | -1%
N/N=C1/c2ccccc2N[C@H]1OC(=O)Nc1ccccc1 | 2%[5.75 µM]
CN(CCNC(=O)c1cn(C)c2ccc(S(=O)(=O)N(C)C)cc2c1=O)CCc1ccccc1 | 14%
NC(=O)c1c(NC(=O)CN2CCOCC2)sc2c1CCC2 | 10%
C[N+]1(C)CCN(c2ccccc2)CC1 | -4%
CCC(C)NC(=O)C1CCC(=O)N(c2ccc3c(c2)OCO3)C1c1ccc(OC)cc1 (stereo not given) | 15%
COc1ccccc1C(=O)n1nc(C)cc1C | 9%
COc1cccc(=O)c2c(C)oc(C)c12 | 10%
Cc1cc(C)c2nc(N)sc2c1 | 0%
CCOc1cccc(C(=O)N(Cc2ccco2)C2CCS(=O)(=O)C2)c1 (stereo not given) | 9%
CCOC(=O)Cc1csc2nc3sc(C)c(C)c3c(=O)n12 | -2%
CC(C)Cn1nc(NS(=O)(=O)c2ccccc2)c2cc3ccccc3nc21 | -2%
Cc1ccccc1-c1cncnc1NCCN1CCOCC1 | 8%
COc1cc2ccccc2cc1C(=O)Nc1cccnc1 | 1%
CCC(=O)N1CCN(c2ccc(NC(=O)c3ccc4c(c3)OCO4)cc2)CC1 | -2%
CCCNS(=O)(=O)c1ccc(OCC(=O)NCCCOC)cc1 | -2%
CC1(C)CC(=O)C(C2(O)C(=O)NC(=O)NC2=O)=C(O)C1 | 0%
O[C@H](CN1CCN(c2cccc(Cl)c2)CC1)C(c1ccccc1)c1ccccc1 | -18%&0%
O=C(C1CCCN(S(=O)(=O)c2cccnc2)C1)N1CCN(c2ccccn2)CC1 (stereo not given) | 12%
COc1ccc(Cn2nnnc2C(c2cccnc2)N2CCN(c3ccc(O)cc3)CC2)cc1 (stereo not given) | -2%
CSCCC(NC(=O)c1ccc(C)o1)C(=O)O (stereo not given) | -3%
CN1C(=O)N(C)C(=O)C2(Cc3c(nc4ccccn4c3=O)N3CCc4ccccc4C32)C1=O (stereo not given) | -2%
O=S(=O)(c1ccc2c(c1)nc(COc1ccc(Cl)cc1)n2CC1CCCO1)N1CCOCC1 (stereo not given) | -3%
Cc1[nH]c(=S)n(CC2CCCO2)c1C (stereo not given) | 2%
O=C(c1ccco1)N1CCN(C(=O)C2CCN(S(=O)(=O)c3cnc[nH]3)CC2)CC1 | -6%
COc1ccc(-n2c(Cc3cccn3C)nnc2SCC(=O)NCc2ccccc2Cl)cc1 | 11%
COc1ccc(NC(=O)N2CC3(CCN(C(=O)c4c(C)noc4C)CC3)C2)cc1 | 13%
O=C(Cn1cc(C(=O)C2CC2)c2ccccc21)NCC1CCCO1 (stereo not given) | -3%
Cc1ccc(Cl)cc1N1CCN(C(=O)CCC(=O)O)CC1 | -3%
COCCCN1C(=O)c2[nH]nc(-c3cc(C)cc(C)c3O)c2C1c1ccc(O)c(OC)c1 (stereo not given) | 0%
CCOc1ccccc1C(=O)NCCCN1CCN(CCCNC(=O)c2ccccc2OCC)CC1 | -1%
COc1ccc(C(=O)N2CCC3(CC2)CN(C(=O)Nc2cccc(C#N)c2)C3)cc1 | 0%
C=CCc1cc(OC)c2c(c1)OCO2 | 11%
Cn1cccc1C(=O)N1CCC2(CCN(C(=O)Nc3cccc(C#N)c3)CC2)CC1 | -1%
NS(=O)(=O)c1ccc(CCNC(=O)Nc2ccc(Cl)cc2)cc1 | -4%
CCOC(=O)C1CCCN(CC(=O)NC2CC2)C1 (stereo not given) | 11%
CCCn1nnnc1SCC(=O)N1CCOCC1 | 1%
Cc1cc(C)n2nc(C(=O)OCCOc3ccc(Br)cc3)nc2n1 | -2%
O=C(COC(=O)c1ccco1)NC1CCCCC1 | 10%
Cc1cc(C)nc(-n2nc(C)c(C3(O)C(=O)Nc4ccccc43)c2N)n1 (stereo not given) | -5%
COc1ccc(Oc2ncc3nc(C)c(=O)n(C4CC4)c3n2)cc1 | 0%
CCOC(=O)CN1C(=O)C(O)(CC(=O)c2ccccn2)c2ccccc21 (stereo not given) | 10%
O=c1[nH]nnc2sc3c(c12)CCCC3 | -2%
Cc1cnn(-c2nc(-c3cccs3)cc(C(F)(F)F)n2)c1 | 12%
Cc1ccc(-c2noc(CCC(=O)NC3CCN(Cc4ccccc4)CC3)n2)cc1 | -2%
N#CC(C(=O)OCc1ccccc1)c1nc2ccccc2nc1N1CCOCC1 (stereo not given) | -3%
CCC(=O)N(Cc1cc2cc(OC)ccc2[nH]c1=O)c1ccc(C)cc1C | -6%
CCOC(=O)c1sc(NC(C)=O)cc1C | 11%
Cc1nc2ccccc2c(=O)n1NC(=O)C1CCCCC1 | -6%

The results go on:
mol | AmpC inh det
O=C(O)C1CC(=O)N(Cc2ccc3c(c2)OCO3)C1 (stereo not given) | -2%
CC(C)CCNC(=O)C1CCN(C(=O)N(C)C)CC1 | 0%
CCCCCCNc1cc2n(c(=O)n1)CCc1cc(OC)c(OC)cc1-2 | -3%
CCCS(=O)(=O)N1CCCC(c2nc(-c3cccc(OC)c3)no2)C1 (stereo not given) | -4%
Cc1c(C(=O)NCC2CCCO2)oc2ccc(S(=O)(=O)N3CCCCC3)cc12 (stereo not given) | 5%
CC(C)CC(=O)NC1(C(F)(F)F)C(=O)Nc2c1c(=O)n(C)c(=O)n2C (stereo not given) | -8%
N#Cc1ccc(CN2CCCC3(CCN(C(=O)Oc4ccccc4)CC3)C2)cc1 | 0%
CCSc1ncnc2c1oc1ccccc12 | -2%

Grouped by structure: the entries above with a CF3 group
mol | AmpC inh det
Cc1cnn(-c2nc(-c3cccs3)cc(C(F)(F)F)n2)c1 | 12%
CC(C)CC(=O)NC1(C(F)(F)F)C(=O)Nc2c1c(=O)n(C)c(=O)n2C (stereo not given) | -8%

Later entries.
mol | AmpC inh det
COc1cc(OC)cc(C(=O)Nc2ccc3c(c2)COC3=O)c1 | -1%
COC(=O)[C@@]1(Cc2ccc(F)cc2)[C@H]2c3cc(C(=O)N(C)C)n(CCc4c[nH]c5ccc(OC)cc45)c3C[C@H]2CN1C(=O)c1ccccc1 | 0%
O=c1[nH]c(CSc2nnc(-c3ccco3)n2-c2ccccc2)nc2sc3c(c12)CCC3 | -1%
CCCC12CN3CC(C)(CN(C1)C3c1ccc(OC(C)C)cc1)C2=O (stereo not given) | -3%
Cn1c(C(=O)NCCN2CCCCCC2)cc2c(=O)n(C)c3ccccc3c21 | 10%
O=C1C(C=NCC2CCCO2)=C(O)c2ccccc21 (stereo not given) | -1%
COc1ccc(C(c2nnnn2CCc2ccccc2)N2CCN(C3CCCC3)CC2)cc1OC (stereo not given) | 1%
Cc1nc(C)c(C(=O)C2=C(O)C(=O)N(CCN(C)C)C2c2cccs2)s1 (stereo not given) | 12%
Cc1cc2ncn(C(=O)N3CCCCC3)c2cc1C | 15%
Cn1cc(-c2nc3cncnc3n(CCN)c2=O)c2ccccc21 | 0%
OC[C@H]1O[C@H](n2cnc3c(NC4CCCC4)nc(Cl)nc32)[C@@H](O)[C@@H]1O | -3%
CC1CCN(C(=O)CN(c2ccc3c(c2)OCO3)S(C)(=O)=O)CC1 | 0%
CCOC(=O)N1CCN(C2=CC(=O)OC23CCCCC3)CC1 | 5%
CC(=O)Nc1ccc(S(=O)(=O)NCCc2cc3c(C)ccc(C)c3[nH]c2=O)cc1 | 12%
COc1ccc(C2NC(=O)NC3=C2CCc2ccccc23)cc1 (stereo not given) | -6%
O=C(CCCC(=O)N1CCN(c2ccccc2F)CC1)N1CCN(c2ccccc2F)CC1 | -3%
CCc1c(C(=O)Nc2ccc(OC)c(Cl)c2)[nH]c(C)c1C(C)=O | -4%
COCCCNC(=O)CS(=O)Cc1nc(-c2cccc(OC)c2)oc1C (stereo not given) | 1%
Cc1cccc(C)c1NS(=O)(=O)c1c(C)[nH]c(=O)[nH]c1=O | -4%
Cc1ccccc1OCC(=O)Nc1ccccc1N1CCCCC1 | 4%
CCCn1c(C)nc2c(NCCCN(CCO)CCO)nc(C)nc21 | 16%
Oc1c(CN2CCCCC2)cc(COCc2ccccc2)c2cccnc12 | 1%
N[C@@H](C(=O)O)c1ccc(C(=O)O)cc1 | 0%&-1%
O=C1COc2ccc(C(=O)COC(=O)Cn3cnc4ccccc43)cc2N1 | -3%
O=S(=O)(c1ccc(Cl)c(F)c1)N1CCC(c2nc(-c3ccncc3)no2)CC1 | 0%
Cc1nc(NCc2ccccn2)c2ccccc2n1 | -2%
CC1(C)NC(=O)N(CC(O)COc2cccc(F)c2)C1=O (stereo not given) | 7%
COc1ccc(CN2C(=O)CCC2(C)C(=O)NCc2cccnc2)c(OC)c1 (stereo not given) | 12%
Cc1c(C2(O)C(=O)Nc3ccc(F)cc32)c(=O)n(-c2ccccc2)n1C (stereo not given) | -1%
CCCCCOC(=O)Cn1c(N2CCCCCC2)nc2c1c(=O)[nH]c(=O)n2C | -1%
O=C(N1CCOCC1)N1CCCC(c2nc(-c3cccs3)no2)C1 (stereo not given) | -2%
COc1cc(C2C3C(C)N(C)C(=O)N(C)C3N(C)C(=O)N2C)ccc1O (stereo not given) | -1%
CN1CCN(c2ncc3nc(-c4cccs4)c(=O)n(CCC#N)c3n2)CC1 | 2%
Nc1nc2sc3c(c2c(=O)s1)CCCC3 | 4%
N#Cc1ccc(CN2CCN(C(=O)c3ccccc3)CC2)c(Cl)c1 | 13%
CCCn1c(-c2ccc(F)cc2)nc2c(N3CCN(Cc4nc(OC)cc(OC)n4)CC3)nc(C)nc21 | 16%
COc1cccc(-c2ccc3ncnc(NC4CC4)c3c2)c1 | 7%
CCOC(=O)Cc1csc(NC(=O)c2c(-c3c(F)cccc3Cl)noc2C)n1 | 1%
COc1ccc(-n2nnnc2S(=O)(=O)Cc2ccc(C(=O)O)cc2)cc1 | -1%
c1ccc(-c2nc3c4ccccc4nc(N4CCN(c5ccccn5)CC4)n3n2)cc1 | -4%
Cc1nn2c(c1-c1ccccc1)N=C(c1ccco1)CC2c1ccccc1 (stereo not given) | 3%
COC(=O)[C@H](Cc1ccccc1)NC(=O)[C@H]1C[C@@H]1[C@H](NC(=O)OCc1ccccc1)c1ccccc1 | 11%
COc1ccc(C)cc1-n1c(-c2ccncc2)n[nH]c1=S | 0%
CC(C)(C)n1nnnc1C(c1ccncc1)N1CCCCCC1 (stereo not given) | -1%
Cn1nnnc1SCc1nc2ccccc2s1 | -1%
COCC(=O)N1CCC2(CCN(Cc3ccncc3)CC2)CC1 | -4%
COc1ccc(C2C(C(=O)OC3CCCCC3)=C(C)Nc3nnnn32)c(OC)c1OC (stereo not given) | 2%
Cc1nnc(SCC(=O)N(C)Cc2ccccc2)[nH]c1=O | 24%
O=C(NCCc1ccccc1)C1CC(=O)N(C2CCCCCC2)C1 (stereo not given) | 1%
Cc1nc2nc(-c3cccnc3)nn2c(C)c1Cl | -1%
Cc1ccc(C)c2[nH]c(=O)c(CN(Cc3ccc4c(c3)OCO4)Cc3nnnn3Cc3ccco3)cc12 | 0%
CCc1nc(N)c(C#N)c(-c2ccc(OC)c(OC)c2)c1C | 0%
O=C(CN1C(=O)CNC1=O)Nc1cccc(C(F)(F)F)c1 | -6%
CCN(CC(=O)NC1CCCC1)S(=O)(=O)c1ccc(C)cc1 | 1%
COc1ccc(C(=O)Nc2ccc(S(=O)(=O)Nc3cc(C)nc(C)n3)cc2)c(OC)c1 | -2%
CC(C)CCOC(=O)/C=C/c1ccccc1 | 9%

The listing continues.
mol | AmpC inh det
CC(C)Oc1cc2oc(=O)c3c(c2cc1Cl)CCC3 | -9%
COC(=O)C1=C(NC(=O)c2ccc(C)cc2)CCS1 | 3%
O=C(Nc1cccc(F)c1)c1c(F)c(F)c(F)c(F)c1F | -5%
Cc1ccc(Cn2c(=O)n(Cc3ccco3)c(=O)c3ccccc32)cc1 | 6%
O=C1CCCC2=C1C(c1ccccc1)CC(=O)N2c1ccccc1 (stereo not given) | 2%
CSc1nnc(C2CCNCC2)n1C | 14%
c1cc(CN2CCCCC2)cc(OCCCNc2nc3ccccc3s2)c1 | 0%&-2%

High-throughput results deposited in PubChem by National Center for Advancing Translational Sciences (NCATS).

Not all compounds are listed; the hit share may differ from the screen's.
